# Screening data: PubChem, National Center for Advancing Translational Sciences (NCATS)
# JMJD2A Tudor: inhibitors of human JMJD2A Tudor domain. O75164. AlphaScreen JMJD2A-Tudor / H3K4me3 peptide binding. Potency, µM (highest dose often 114 µM), without a hit: at the highest dose activity change, negative = inhibition, hits mostly inhibitors. 390,000 tested, 4.4% active. AID 504339; note: potency is the fitted concentration of half-maximal effect; % is set by controls: 0 for no effect and ±100 for the full control effect; nearly all actives have a fitted effect of over 50% in size
# RGS4 inh: human RGS4 inhibition. Transcreener GDP fluorescence polarization, RGS4-accelerated GTP hydrolysis. 390,000 tested, 0.039% active. Potency, µM (highest dose often 114 µM), without a hit: at the top dose activity change, negative = inhibition, most hits filed as inhibitors. AID 504845; note: potency is the fitted concentration of half-maximal effect; % is set by controls: 0 for no effect and ±100 for the full control effect; nearly all actives have a fitted effect of over 75% in size; some results filed as inactive show a strong effect at the top dose
#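 MLSMR compounds (23 nl, pin-transferred) preincubated 10 min at room temperature with a 500nM (2x) first reagent, then RGS4 at 900nM (2x) plus Transcreener GDP mix added; fluorescence polarization (620/688 nm) read before and after 90 min at 30 °C.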
# HP1b chromo inh: blocks HP1-beta chromodomain binding to methylated histone tails; P83916; AlphaScreen HP1-beta / biotin-H3K9me3 peptide binding; Potency, µM (top dose mostly 114 µM), for inactives: top-dose activity change, negative = inhibition, hits mostly inhibitors; 390,000 tested, 0.56% active; AID 540317; note: potency is the fitted concentration of half-maximal effect; nearly all actives have a fitted effect of over 70% in size; inactives centre near 23
#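 HP1-beta protein (50 nM final) preincubated 30 min at room temperature with biotinylated H3(1-18)K9me3 peptide (50 nM) in PBS pH 7.4, 0.01% Tween-20, then compound added for 30 min. AlphaScreen streptavidin donor/nickel chelate acceptor beads (10 ug/mL final), 30 min dark, luminescence read.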
# PI4K2A block: PI4K2A (human) kinase inhibition | Q9BTU6 | purified PI4K2A, ADP-Glo luminescence, 1 h; active compounds read low | activity change, negative = inhibition, % at 76.9 µM | 420,000 tested, 0.13% active | AID 1346378; in the data active = activity change below about -50%; inconclusive = mostly about -30% to -49%;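 note: -100% = wells without enzyme as full effect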
#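 PI4K2A activity was measured by ADP-Glo luminescence: enzyme (4 ug/mL stock) and phosphatidylinositol (1.2 mM stock) in Tris pH 7.5/MgCl2/EGTA/Triton X-100 buffer were reacted with ATP (300 microM stock) for one hour at ambient temperature.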
# GLS inhibitor: glutaminase GLS (human) inhibition. Potency, µM (titrated, usually from 45.5 µM), for inactives: at the top dose activity change, negative = inhibition, actives largely listed as inhibitors. 410,000 tested, 0.21% active. GLS enzymatic activity, qHTS titration. O94925. AID 624170; note: potency is the fitted concentration of half-maximal effect; % is set by controls: 0 for no effect and ±100 for the full control effect
#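 Read-out is an Amplex red fluorescence increase coupled through glutamate oxidase and HRP, measured before and after 30 min room-temperature incubation. hKGA is in 45 mM KH2PO4 (pH 8.2) with 0.02% Tween-20; glutamine added as 1mM solution.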
# 12-LOX inh: blocks human arachidonate 12S-lipoxygenase; P18054; purified 12hLO, xylenol orange hydroperoxide absorbance; Potency, µM (series often up to 108 µM), for inactives: at the top dose activity change, negative = inhibition, usual class: inhibitors; 580,000 tested, 1.1% active; note: potency is the fitted concentration of half-maximal effect; % is set by controls: 0 for no effect and ±100 for the full control effect
# Target sequence (P18054 whole entry, looked up): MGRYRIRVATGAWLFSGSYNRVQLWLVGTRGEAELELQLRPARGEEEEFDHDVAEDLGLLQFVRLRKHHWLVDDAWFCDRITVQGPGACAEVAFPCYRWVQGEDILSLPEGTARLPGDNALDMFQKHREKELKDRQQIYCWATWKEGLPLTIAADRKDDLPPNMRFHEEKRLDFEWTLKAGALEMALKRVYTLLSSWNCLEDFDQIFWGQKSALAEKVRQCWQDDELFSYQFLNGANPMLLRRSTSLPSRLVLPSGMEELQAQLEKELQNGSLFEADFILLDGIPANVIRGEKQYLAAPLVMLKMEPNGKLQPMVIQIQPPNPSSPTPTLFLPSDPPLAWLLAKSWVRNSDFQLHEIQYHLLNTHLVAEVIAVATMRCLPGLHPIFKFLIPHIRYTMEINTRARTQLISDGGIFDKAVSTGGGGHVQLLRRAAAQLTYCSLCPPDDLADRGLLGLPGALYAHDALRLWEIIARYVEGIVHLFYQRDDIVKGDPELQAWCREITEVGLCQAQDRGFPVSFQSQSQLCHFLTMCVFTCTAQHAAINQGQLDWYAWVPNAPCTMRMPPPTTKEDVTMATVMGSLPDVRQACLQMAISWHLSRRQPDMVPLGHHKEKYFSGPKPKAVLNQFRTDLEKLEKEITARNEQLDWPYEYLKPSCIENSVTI
#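 Purified human 12hLO (150 nM final) in 25 mM Hepes, 0.01% Triton X-100, pH 7.0 was preincubated 15 min at room temperature with compound. Then 40 uM arachidonic acid was added, 30 min. Hydroperoxide was read by Fe-XO absorbance ratio 573/405 nm.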
# G9a block: inhibitors of human histone lysine methyltransferase G9a; Potency, µM (doses to about 102 µM), for the others: top-dose activity, negative = inhibition, actives largely listed as inhibitors; 350,000 tested, 8.8% active; G9a H3K9 monomethylation, AlphaScreen, 2 h; AID 504332; Q96KQ7; note: potency is the fitted concentration of half-maximal effect; % is set by controls: 0 for no effect and ±100 for the full control effect; nearly all actives have a fitted effect of over 75% in size
# Target sequence (Q96KQ7 913-1193 limits assumed): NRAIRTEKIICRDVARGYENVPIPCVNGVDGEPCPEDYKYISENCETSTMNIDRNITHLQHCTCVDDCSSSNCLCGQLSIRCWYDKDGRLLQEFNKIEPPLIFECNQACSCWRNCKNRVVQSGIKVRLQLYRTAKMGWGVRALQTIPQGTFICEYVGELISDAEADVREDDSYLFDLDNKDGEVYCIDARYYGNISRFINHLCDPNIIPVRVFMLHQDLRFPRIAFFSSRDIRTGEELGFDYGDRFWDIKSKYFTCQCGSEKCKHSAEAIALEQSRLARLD
#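 Signal arises when biotinylated H3K9 peptide, once monomethylated, bridges streptavidin donor and antibody-captured acceptor beads. Enzyme at 20 nM was preincubated 15 min with test compounds; peptide 500 nM and SAM 20 uM then reacted for 2 h.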
# BAZ2B inh: blocks human BAZ2B | Q9UIF8 | AlphaScreen BAZ2B-H3K14Ac peptide displacement | Potency, µM (series often up to 114 µM), for the others: at the top dose activity change, negative = inhibition, actives largely listed as inhibitors | 360,000 tested, 4.4% active; note: potency is the fitted concentration of half-maximal effect; % is set by controls: 0 for no effect and ±100 for the full control effect; nearly all actives have a fitted effect of over 60% in size
#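 AlphaScreen displacement of biotin-H3(5-23)K14Ac peptide (50 nM final) from BAZ2B (50 nM final) in PBS pH 7.4, 0.01% Tween-20; complex preformed 30 min RT, then compounds (top 110 uM) 30 min RT, beads 20 min dark.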
# ERG Ets-DNA blk: inhibitors of human ERG Ets domain-DNA interaction; P11308; fluorescence polarization, His-ERG Ets domain / labelled DNA; Potency, µM (top dose mostly 76.9 µM), for the others: at the highest dose FP activity, negative = inhibition, hits mostly inhibitors; 370,000 tested, 0.028% active; AID 624246; active = well fitted inhibition curve with a large enough effect in the polarisation, with a control signal flat; inconclusive = small, poorly fitted or top-dose-only effect, or effect the other way, or a change in a side signal; inactive = no such curve, though single readings can be large or run the other way; the % refers to the polarisation;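 note: polarization taken with two DNA probes labelled with fluorescein and Texas red; potency is the fitted concentration of half-maximal effect; % of control where 0% means no effect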
#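 His-tagged ERG Ets domain (1 uM in the protein solution; 300mM KCl, 50mM Tris-HCl, 1mM EDTA, 1mM DTT, pH 7.5) received compound, then a probe mix of 5 nM fluorescein-DNA and 100nM Texas-615-DNA. Fluorescence polarization was read for both dyes.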
# Numbers without * were called inactive; i = inactive; ? = inconclusive; nt = no result given; [ ] = remark or other dose. Unless noted, calls come from the whole dose curve; as a rule, active = well fitted curve in the direction sought with a large enough effect; inconclusive = small, poorly fitted or top-dose-only effect, or another doubt; inactive = no such curve, though single readings can be large; an effect the other way counts as inactive or inconclusive. Not all compounds are listed (hit frequency here may not be typical).
SMILES,JMJD2A Tudor,RGS4 inh,HP1b chromo inh,PI4K2A block,GLS inhibitor,12-LOX inh,G9a block,BAZ2B inh,ERG Ets-DNA blk
CC1(C)CC(=O)c2c(O)cc(OCc3ccc([N+](=O)[O-])cc3)cc2O1,-12.5%,-10.3%,11.5%,-0.6,1.8%,-6.0%,1.8%,-5.9%,4.4%
CCOC(=O)c1cc(S(=O)(=O)NC2CCC(C)CC2)cn1C (stereo unspecified),-6.9%,4.6%,45.9%[activator],5.4,-4.9%,-10.0%,20.1%,-12.4%,-8.2%
CCC(C)(C)NC(=O)C(c1ccco1)N(C(=O)CNC(=O)c1cccs1)c1cccnc1 (stereo unspecified),-14.4%,20.3%,39.6%[activator],2.0,-1.6%,0.0%,-4.0%[59 µM],-0.6%,7.1%
CSC1=NSC2=NC(=O)/C(=C/c3coc4ccccc4c3=O)C(=N)N12,-32.2%,?,57.8%[activator],-8.8,18.5%,?,?,-31.2%,14.7%
Cc1ccccc1C(=O)NCC(=O)NNC(=O)CCN1CCN(c2ccccc2)CC1,-1.4%,-25.8%,38.3%,4.0,0.0%,1.9%,25.4%,-12.8%,5.0%
COc1ccc(OC)c(NC(=O)CN(c2ccc(C)cc2)S(=O)(=O)c2c(C)n[nH]c2C)c1,-31.7%,-35.8%,22.1%,4.1,-10.8%,-2.7%,?,?,17.7%
Cc1nn(CC(=O)NNC(=S)NCC2CCCO2)c(C)c1Br (stereo unspecified),-6.2%,-9.7%,52.5%[activator],1.7,23.2%,nt,131.6%[activator],-4.8%,0.3%
COc1ccccc1N1CCN(C(=O)CSc2nnc(NC(=O)C(C)C)s2)CC1,1.5%,8.1%,15.2%,2.7,3.3%,51.3%[activator],10.2%,-1.4%,5.9%
CC(C)c1nc2n[nH]c(N)c2c2c1CCCC2,-25.4%,-6.1%,27.3%,-6.1,51.8%[activator],-3.1%,7.5%,-3.5%,-2.1%
Cc1c(C(=O)OC2CCCCC2)[nH]c2c1C(=O)CC(c1ccc(F)cc1)C2 (stereo unspecified),0.4%,5.2%,19.2%,0.8,-15.7%,-10.5%,-22.4%[59 µM],-7.9%,4.7%
Cc1noc(C)c1COC(=O)c1cnc(Cl)c(Cl)c1,8.2%,5.8%,32.7%,5.2,9.4%,0.1%,48.7%,16.4%,-3.1%
Cc1ccc(O)c(NC(=O)CSc2n[nH]c(-c3ccccc3)n2)c1,-24.0%,-13.4%,21.5%,-6.9,13.3%,-10.1%,9.2%,-26.9%,3.1%
O=C(N1CCOCC1)N1CCN(S(=O)(=O)N2CCOCC2)CC1,0.0%,27.0%,18.5%,-11.3,1.2%,87.7%[activator],-29.5%[12.7 µM],-11.6%,3.6%
CCN1CCc2nc(N)sc2C1,2.9%,?,-19.8%,-2.5,30.2%,73.2%[activator],12.6µM*,-15.2%,8.5%
O=c1cc(CSc2ccc(Cl)cc2)nc(-c2ccccc2)[nH]1,-15.9%,4.3%,8.9%[57 µM],4.2,9.0%,5.4%,3.8%,-1.9%,-8.5%
O=C(COC(=O)c1cccnc1Cl)Nc1ccccc1OC(F)F,-13.2%,17.6%,3.5%,5.9,4.3%,-5.1%,-20.3%,-0.5%,7.0%
O=S(=O)(Nc1ccc(S(=O)(=O)N2CCCCCC2)cc1)c1cccs1,-5.0%,4.5%,13.9%,-1.8,?,-19.5%,7.0%[12.7 µM],3.5%,nt
Cc1ccc(NS(=O)(=O)c2ccc3c(c2)n(C)c(=O)c(=O)n3C)c(C)c1,-4.2%,40.7%,21.3%,1.7,9.7%,0.5%,nt,-5.4%,11.3%
Cc1ccc(OCCN2C(=O)CSC2=O)cc1,10.8%,9.6%,33.1%,-0.1,-1.5%,-10.3%,-20.3%,-21.1%,0.3%
Cn1cc(CN2CCCC(CO)(Cc3cccc(Cl)c3)C2)cn1 (stereo unspecified),-24.6%,43.5%,24.9%,1.7,-3.5%,?,-12.2%[59 µM],3.8%,-3.3%
N#CC1C(=O)NC(=O)CC12CCCCC2 (stereo unspecified),-5.5%,-30.3%,30.1%,-0.4,19.8%,9.4%,nt,nt,-2.6%
COc1ccccc1NC(=O)CSc1ccc(-c2ccc(-n3cccn3)cc2)nn1,-7.5%,-28.6%,15.4%,1.4,-7.0%,-36.2%,1.9%[0.501 µM],?,5.1%
Cc1cc(NC(=O)CSc2nc3ccsc3c(=O)n2CCCC(=O)NCCc2ccccc2)no1,-2.9%,-20.9%,28.9%,6.4,8.8%,0.0%,-8.1%,-4.4%,-3.0%
CSc1nsc(SCC(=O)NCc2ccccc2)n1,-14.7%,-1.5%,31.3%,-1.4,6.5%,?,39.8µM*,0.4%,4.1%
CCN(CC)c1cc(C)c2cc(NC(=O)c3ccccc3Cl)ccc2n1,-16.4%,20.8%,21.0%,-2.7,16.9%,-3.8%,-28.1%[59 µM],-4.4%,-2.8%

# The list goes on.
SMILES,JMJD2A Tudor,RGS4 inh,HP1b chromo inh,PI4K2A block,GLS inhibitor,12-LOX inh,G9a block,BAZ2B inh,ERG Ets-DNA blk
C=CCn1c(=N)n(CC(=O)c2cccc([N+](=O)[O-])c2)c2ccccc21,-15.8%,-10.6%,8.1%,1.9,-21.6%,-17.0%,nt,?,-2.3%
COc1ccc2c(C(=O)CN3CC(C)OC(C)C3)c[nH]c2c1 (stereo unspecified),-15.9%,13.1%,8.5%,4.9,23.3%,117.3%[activator],?,-4.0%,-15.6%
CCSc1nc2sc3c(c2c(=O)n1-c1ccccc1)CCN(C)C3,-23.6%,-30.5%,14.7%,-0.5,3.9%,-4.5%,79.4µM*,-35.3%,11.6%
COc1ccc(C(CNC(=O)c2oc3ccc(C)cc3c2C)N2CCOCC2)cc1 (stereo unspecified),-13.9%,-7.0%,31.8%,1.6,2.6%,0.0%,-8.4%[59 µM],-23.3%,-6.3%
Cc1c(SCCO)c(=O)[nH]c2cc3c(cc12)OCO3,-6.0%,-5.8%,27.4%,-1.3,5.4%,-8.7%,50.1µM*,-1.0%,-6.0%
CCOC(=O)Cc1ncccc1C(=O)Nc1ccc(OC(F)(F)F)cc1,-12.2%,-15.1%,-1.0%,-13.9,3.4%,-28.2%,-4.5%,-21.7%,7.0%
COCCN(C(=O)CSCC(=O)Nc1ccc(C)cc1)c1c(N)n(CC(C)C)c(=O)[nH]c1=O,-12.0%,7.6%,34.1%[activator],1.0,20.1%,172.6%[activator],-10.0%[59 µM],4.9%,-3.0%[15.4 µM]
Cc1ccccc1NS(=O)(=O)c1nnc(NC(=O)C(C)C)s1,-7.4%,-28.0%,53.1%[activator],-5.3,-0.3%,8.3%,-8.1%,3.7%,7.8%
CC(C)CN(C(=O)CN1CCN(c2ccccc2O)CC1)c1c(N)n(CC(C)C)c(=O)[nH]c1=O,0.7%[57.1 µM],-36.1%,18.9%,-1.8,-28.3%,0.0%,-9.5%[59 µM],4.9%,-1.4%
Cc1ccccc1NC(=O)Nc1ccccc1Br,-6.4%,13.7%,41.8%[activator],-2.9,-4.6%,18.8%,28.0%,1.0%,nt
CC(=O)NC(Cc1cccc(F)c1)C(=O)NC1CCN(c2nnnn2-c2ccccc2)CC1 (stereo unspecified),-17.2%,20.7%[56.9 µM],25.6%,-1.5,4.5%,i,10.3%,2.6%,10.2%
CC(C)OCCCNC(=O)NC12CC3CC(CC(C3)C1)C2,1.9%,-20.6%,50.1%[activator],-0.6,-0.9%,0.0%,6.4%[59 µM],-1.1%,-8.4%
O=C(CCCCC(=O)NCCc1ccccc1)NCCc1ccccc1,-6.1%,3.4%,25.8%,-0.8,-17.0%,103.4%[activator],nt,10.3%[57.1 µM],1.6%
COc1cccc(-c2nc(S(=O)(=O)c3ccccc3)c(NCc3ccccc3)o2)c1,-17.6%,4.8%,21.6%,4.8,-13.0%,-10.4%,-42.0%[59 µM],-23.1%,-0.8%
Cc1ccc(S(=O)(=O)N(CC(=O)NCC2CCCO2)Cc2cccc(C)c2)cc1 (stereo unspecified),-12.4%,16.1%,33.0%,1.8,4.9%,3.8%,nt,-7.9%,1.4%
N#Cc1ccsc1NC(=O)CN1CCN(S(=O)(=O)c2ccc3ccccc3c2)CC1,-14.1%,-35.6%,35.6%,-13.9,-4.8%,-13.7%,9.7%[59 µM],-3.3%,18.2%
Cc1cc(CNC(=O)COc2ccc(F)cc2Cl)cc(C)c1O,-6.9%,23.0%,36.3%[activator],-1.1,-7.0%,-13.0%,-24.8%,-9.5%,3.8%
CCOc1nc(OCC)c2cnn(C)c2n1,-11.6%,-5.3%,18.0%,3.3,-8.6%,-38.1%,-1.3%,12.5%,2.0%
CN1C(=O)c2ccccc2Sc2ccc(NC(=O)c3ccc(C(F)(F)F)cc3)cc21,-24.0%,4.1%,23.1%,1.4,-2.7%,-29.1%,0.6%[59 µM],-0.3%,0.8%
COc1ccc(C2=CN(Cc3ccccc3)C(c3ccccc3)CC2=O)cc1 (stereo unspecified),?,-10.6%,32.5%,-2.9,5.4%,?,nt,nt,-9.1%
COCCNC(=O)c1cc(-c2cccnc2)nc2ccc(Br)cc12,6.3%,-26.9%,11.0%,-5.9,nt,0.0%,-2.4%,-2.6%,-6.1%
